# Screens as filed in PubChem BioAssay.
# Giardia killer = kills Giardia lamblia; Giardia lamblia trophozoite viability; 0.15% of 340,000 active; activity change, % at 7.66 µM, hits read low; in the data active = activity change below about -80%; inconclusive = between about -30% and that limit;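 note: parasites exposed to compound for two days anaerobically before the ATP read; % is set by controls: 0 for no effect and ±100 for the full control effect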
#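 Anaerobic 48 hrs incubation at 37 deg C of 100 trophozoites/well with test compounds; ATPLite 1-Step luminescence, 15-30 min RT, reports cellular ATP as viability.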
# CXXC DNA block = inhibitors of human MLL CXXC domain-DNA interaction; Q03164; Potency, µM (titrated, usually from 115 µM), for the others: top-dose activity change, negative = inhibition, most hits filed as inhibitors; 0.037% of 290,000 active; MLL-CXXC / FITC-HOXA9 DNA fluorescence polarization; active = well fitted inhibition curve with a large enough effect in the polarisation, with a control signal flat, not every such curve was filed as active; inconclusive = small, poorly fitted or top-dose-only effect, or effect the other way, or a change in a side signal; inactive = no such curve, though single readings can be large or run the other way; the % refers to the polarisation; note: potency is the fitted concentration of half-maximal effect
#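 Steps: dispense CXXC domain solution (7 uM) → pin compounds or unlabeled HOX-A9 DNA control → 5 min ambient → add FLSN-HOX-A9 solution (50 nM) → spin → 30 min ambient → fluorescence polarization. Tris pH 7.5/NaCl/DTT/BSA buffer.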
# GALK inh = blocks human galactokinase activity; P51570; Purified GALK, Kinase-Glo residual ATP luminescence; Potency, µM (top dose mostly 57.5 µM), inactives show top-dose activity change, negative = inhibition, most hits filed as inhibitors; 0.007% of 270,000 active; note: potency is the fitted concentration of half-maximal effect; % is set by controls: 0 for no effect and ±100 for the full control effect
# Target sequence (P51570 whole entry, looked up): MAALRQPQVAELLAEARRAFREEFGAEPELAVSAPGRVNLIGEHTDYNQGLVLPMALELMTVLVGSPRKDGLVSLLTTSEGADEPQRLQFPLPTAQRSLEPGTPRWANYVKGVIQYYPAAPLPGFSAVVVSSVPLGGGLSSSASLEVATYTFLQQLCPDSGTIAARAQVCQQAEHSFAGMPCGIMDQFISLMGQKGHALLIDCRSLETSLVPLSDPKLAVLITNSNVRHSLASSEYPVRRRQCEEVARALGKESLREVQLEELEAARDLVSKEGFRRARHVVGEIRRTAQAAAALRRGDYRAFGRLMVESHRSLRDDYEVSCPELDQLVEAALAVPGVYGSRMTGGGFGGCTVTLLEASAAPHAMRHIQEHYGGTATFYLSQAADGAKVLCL
#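 Galactose (100 uM) and ATP (35 uM) were turned over by 5 nM GALK for 1 h at RT. Kinase-Glo Plus then converted the remaining ATP into a luminescent signal.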
# Tb PFK inh = inhibitors of T. brucei phosphofructokinase; Potency, µM (titrated, usually from 57.5 µM), inactives show top-dose activity, negative = inhibition, most hits filed as inhibitors; 0.17% of 330,000 active; T. brucei PFK, ADP-Glo luminescence; AID 485367;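 note: potency is the fitted concentration of half-maximal effect; 0% = uninhibited 1x PFK enzyme wells and -100% = no-enzyme wells; nearly all actives have a fitted effect of over 60% in size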
# Target sequence (O15648 whole entry, looked up): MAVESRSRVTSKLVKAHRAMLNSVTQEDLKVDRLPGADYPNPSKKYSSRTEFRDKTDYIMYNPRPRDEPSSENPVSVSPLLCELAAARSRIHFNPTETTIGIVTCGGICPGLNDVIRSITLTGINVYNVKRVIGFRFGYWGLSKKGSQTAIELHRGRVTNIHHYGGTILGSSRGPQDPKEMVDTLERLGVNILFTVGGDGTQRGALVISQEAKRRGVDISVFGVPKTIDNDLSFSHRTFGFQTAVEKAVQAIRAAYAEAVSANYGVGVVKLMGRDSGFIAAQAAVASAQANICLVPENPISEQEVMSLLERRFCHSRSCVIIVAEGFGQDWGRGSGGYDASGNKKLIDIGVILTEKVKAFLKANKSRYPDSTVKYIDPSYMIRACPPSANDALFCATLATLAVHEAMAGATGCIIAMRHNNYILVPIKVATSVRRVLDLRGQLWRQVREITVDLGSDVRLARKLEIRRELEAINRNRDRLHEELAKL
#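 Luminescent ADP detection (ADP-Glo, two-step: ATP depletion then ADP-to-ATP conversion for luciferase) reported PFK activity after 45 min room-temperature reaction of 1.25 nM enzyme with 0.5 mM F6P and 0.1 mM ATP at pH 8.0.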
# TCR activator = T cell receptor activation; primary human leukocytes, anti-CD3, IL-2 HTRF, 48 h; Potency, µM (titrated, usually from 9.22 µM), without a hit: top-dose activation of IL-2 secretion, usual class: activators; 330,000 tested, under 10 active; AID 504894; note: % of control where 0% means no effect
#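 Human primary leukocytes + a-CD3 beads + cpd, 48 hr; IL-2 in supernatant by HTRF (ex 320nm / em 665nm). No co-stimulatory signal supplied.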
# FBPA coupling cs = counter-screen for Giardia aldolase inhibitors: coupling enzyme system; AID 2472; activity change, negative = inhibition, % at 58.2 µM, hits read low; 0.67% of 290,000 active; coupling enzyme system counterscreen, AmpLite Red fluorescence; in the data active = activity change below about -30%; note: % is set by controls: 0 for no effect and ±100 for the full control effect
#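 Activity here indicates interference with the coupling reaction, not aldolase inhibition. Compounds at 57.5 uM final met coupling enzymes for 10 min at RT; substrate and AmpLite Red detection followed, with a 525/598 nm fluorescence read after 20 min.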
# KCNH2 WT inh = blocks the wildtype human KCNH2 potassium channel; AID 720551; activity change, % at 1.84 µM; U2OS, BacMam KCNH2, thallium flux FluxOr; active compounds read low; 0.37% of 340,000 active; Q12809;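 active = maximum activity change below -70%; inconclusive = maximum activity change between -70% and -50%; inactive = maximum activity change above -50%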; note: % is set by controls: 0 for no effect and ±100 for the full control effect
#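 U2OS cells were transduced with wild-type KCNH2 virus (2.03 x 10^8 / mL) for 4 h at room temperature, then cultured overnight at 37 C. Thallium flux was read with FluxOr dye. Rate constants were normalized to DMSO controls.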
# TSHR antag = human thyrotropin receptor antagonism | P16473 | TSHR-expressing cells, TSH-stimulated cAMP HTRF, 2 h; active compounds read low | activity change, negative = inhibition, % at 11.5 µM | 0.2% of 330,000 active | AID 504810;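 active = activity change below a set negative limit, meaning inhibition stronger than a set level, cut at about -70% in these data; inconclusive = activity change between two set negative limits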; note: % is set by controls: 0 for no effect and ±100 for the full control effect
#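 Competitive HTRF cAMP read-out (cryptate anti-cAMP antibody, cAMP-d2; 30 min, room temperature) in freshly harvested TSHR cells. Compounds added before TSH at EC80 (4nM final), followed by 2 hours' incubation at 37 deg C.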
# A-T KAP1 phos = potential ataxia-telangiectasia treatments restoring KAP-1 phosphorylation; 0.19% of 320,000 active; Potency, µM (highest dose often 57.5 µM), inactives show top-dose activation, hits mostly activators; […] A-T fibroblasts, KAP-1 phosphorylation AlphaLISA; neocarzinostatin DNA damage 30 min before lysis; note: potency is the fitted concentration of half-maximal effect; % of control where 0% means no effect; nearly all actives have a fitted effect of over 45% in size
#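 ATM-like activity read as KAP-1 phosphorylation via AlphaLISA donor/acceptor antibody pairs after lysis and 6 hr at 25C. Cells were ATM-null patient fibroblasts ([…], hTERT), dosed 60 min, then exposed to the DSB inducer NCS for 30 min.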
# BCR signal inh = inhibitors of chronic active B-cell receptor signaling | ABC-DLBCL IkBa-CBG/CBR reporter, luminescence ratio, 4 h | Potency, µM (series often up to 46.1 µM), for inactives: at the top dose ratio change, negative = lower green/red ratio, actives largely listed as inhibitors | 0.05% of 340,000 active | AID 493014; active = well fitted inhibition curve with a large enough effect in the signal ratio, with a control signal flat, not every such curve was filed as active; inconclusive = small, poorly fitted or top-dose-only effect, or effect the other way, or a change in a side signal; the % refers to the signal ratio;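 note: potency is the fitted concentration of half-maximal effect; plate controls were basal doxycycline-induced cells for no effect and cells given 10 µM MG132 for full effect; MG132 reads +100%, hits lower the ratio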
#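 TMD8 human ABC-DLBCL cells with doxycycline-inducible IκBα–green luciferase fusion and unfused red luciferase, in 0.5% FBS medium; compounds up to 46 uM, 4 h at 37C. Green/red luminescence ratio, filter-overlap corrected, fitted to concentration-response curves.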
# Active calls of the source: *; i = inactive; u = inconclusive; x = not tested or not shown; [ ] = another dose, or the depositor's remark. Unless noted, calls come from the whole dose curve; as a rule, active = well fitted curve in the direction sought with a large enough effect; inconclusive = small, poorly fitted or top-dose-only effect, or another doubt; inactive = no such curve, though single readings can be large; an effect the other way counts as inactive or inconclusive.
mol,Giardia killer,CXXC DNA block,GALK inh,Tb PFK inh,TCR activator,FBPA coupling cs,KCNH2 WT inh,TSHR antag,A-T KAP1 phos,BCR signal inh
N#C/C(=N\Nc1ccc(S(=O)(=O)N2CCOCC2)cc1)C(N)=S,19,2%,x,1%,4%,-1,4,-8,-5%,18%
COc1ccc(S(=O)(=O)N(C)C[C@H]2Oc3ccc(NS(=O)(=O)c4c(C)noc4C)cc3C(=O)N([C@H](C)CO)C[C@@H]2C)cc1,-15,x,x,8%,1%,x,-15,-11,4%,u
O=C(NC1CCCC1)C1CC(=O)N(c2ccc(F)c(Cl)c2)C1 (stereo not given),23,7%,-2%,1%,2%,x,-5,-6,-3%,5%
Cc1ccc(CNC(=O)COC(=O)CN2C(=O)C3CC=CCC3C2=O)cc1 (stereo not given),-3,x,x,-5%,10%,x,5,28,u,u
COc1cc2c(cc1OC)CN(C(=O)Cc1ccccc1)CC2,-15,u,x,-1%,4%,-1,9,8,43%,u
CCOC(=O)C(Sc1ncn[nH]1)c1ccccc1 (stereo not given),8,-8%,6%,3%,3%,-4,-4,-4,4%,0%
Cc1ccc(NCc2nc3ccccc3n2C)cc1C,20,-1%,2%,-4%,x,0,-5,14,16%,6%
Cc1ccc(C(=O)c2sc(Nc3ccccc3)c(C#N)c2N)cc1,10,1%,0%,-4%,0%[46.1 µM],-1,3,-1,-1%,u
COC(=O)c1c(-c2ccccc2)c[nH]c1C,-4,6%,3%,2%,3%,11,0,-8,6%,10%
CCOC(=O)Nc1ccc2c(COC(=O)C(NS(=O)(=O)c3ccc(Cl)cc3)C(C)O)cc(=O)oc2c1 (stereo not given),-5,x,x,-9%,3%[46.1 µM],x,-13,5,10%,-10%
CC(C)(C)c1ccccc1NC(=O)c1c(O)c2cccc3c2n(c1=O)CC3,x,12%,-2%,-2%,x,0,x,-6,-1%,1%
CCOc1ccc(C2CC(=O)NC(SC)=C2C#N)cc1 (stereo not given),-6,2%,2%,0%,-6%,3,19,12,-1%,12%
CC12CCCC[C@@H]1CCC1C2CCC2(C)C1CC[C@@]2(O)CNCCO (stereo not given in full),-3,16%,x,1%,0%,0,-5,-2,9%,0%
CN1C2CCC1CC(NS(=O)(=O)c1cc(Cl)c(Cl)cc1Cl)C2 (stereo not given),22,0%,-4%,0%,-7%,x,26,-10,-21%,2%
Cc1ccc(N2CC(NC(=O)C(=O)c3c(C)[nH]c4ccccc34)CC2=O)cc1 (stereo not given),-10,x,x,-3%,1%,x,-3,3,0%,-10%
CCN(CC)c1ccc(NC(=O)Nc2ccc(C(C)=O)cc2)cc1,23,-3%,0%,-5%,8%,-3,-2,-2,-9%,-5%
COc1ccc(N2CCN(C(=O)c3cccnc3)CC2)c([N+](=O)[O-])c1,-11,u,3%,-14%,-1%,1,9,8,-1%,1%
CC(OC(=O)C1CCN(S(=O)(=O)c2ccc(Cl)cc2)CC1)C(=O)NC1CCCCC1C (stereo not given),-1,0%,-6%,-3%,1%,x,-9,-9,0%,5%
COc1cc(OC)cc(C(=O)OCC(=O)NC2CCCCCC2)c1,2,x,x,-2%,-3%,x,-7,-23,27%,u
O=C(Nc1cc(Cl)ccc1-n1cncn1)c1ccccc1OC(F)F,-9,x,x,-9%,1%,x,-1,6,0%,-17%
CCn1c(SCc2ccc(C(=O)Nc3nccs3)cc2)nnc1-c1ccc(NC(C)=O)cc1,-6,0%,x,0%,-10%,0,1,-20,-4%,u
Cc1ccccc1OCCCC(=O)Nc1ccc2c(c1)OCO2,-5,4%,3%,3%,-5%,-5,-37,4,5%,-8%
O=C(Nc1nc2ccc([N+](=O)[O-])cc2s1)c1ccco1,x,5%,-1%,-1%,x,2,x,-4,1%,u
COc1cc(NC(=O)CN(C)C2CCCCC2)c(C)cc1[N+](=O)[O-],4,11%,1%,-9%,-5%[46.1 µM],3,5,-7,1%,u
CCOC(=O)c1nc(C)c(C(C)=O)s1,-16,-4%,-1%,26%,-5%,0,-17,2,-14%,-3%
O=C(NCCc1cccs1)C1CCC(=O)N(CCc2cccc(F)c2)C1 (stereo not given),11,14%,8%,0%,-1%,x,-3,2,-3%,-5%
COC(=O)c1c(C)[nH]c(C(=O)/C=C/c2ccccc2F)c1C,-25,29%,9%,-3%,-1%,4,2,0,x,10%
COc1ccc(N(CC(=O)NCc2ccco2)S(C)(=O)=O)cc1Cl,32[activator],-20%,0%,-4%,0%,2,-13,11,12%,0%
COCCn1c(SCC(=O)Nc2cccc(OC)c2)nnc1-c1ccccc1,-1,6%,1%,0%,0%,0,0,5,-2%,3%
COc1ccc(OCC(=O)NS(=O)(=O)c2ccc(Cl)cc2)cc1,8,14%,-3%,7%,3%,17,-3,-3,-3%,2%

# An excerpt of these results, with each value named.
CCOC(=O)c1nc(C)c(C(C)=O)s1
- Giardia killer: -16
- CXXC DNA block: -4%
- GALK inh: -1%
- Tb PFK inh: 26%
- TCR activator: -5%
- FBPA coupling cs: 0
- KCNH2 WT inh: -17
- TSHR antag: 2
- A-T KAP1 phos: -14%
- BCR signal inh: -3%
Cc1ccc(NCc2nc3ccccc3n2C)cc1C
- Giardia killer: 20
- CXXC DNA block: -1%
- GALK inh: 2%
- Tb PFK inh: -4%
- TCR activator: x
- FBPA coupling cs: 0
- KCNH2 WT inh: -5
- TSHR antag: 14
- A-T KAP1 phos: 16%
- BCR signal inh: 6%

# Next part:
mol,Giardia killer,CXXC DNA block,GALK inh,Tb PFK inh,TCR activator,FBPA coupling cs,KCNH2 WT inh,TSHR antag,A-T KAP1 phos,BCR signal inh
O=C(CCc1nnc(C2CCCCC2)o1)NCc1cccc(-n2cccn2)c1,-12,1%,1%,-4%,2%,0,-12,0,4%,0%
CCOc1cccc(C(=O)NC(=S)Nc2ccc(N3CCCC3)cc2)c1,6,10%,-5%,12%,2%,-9,6,-9,-9%,u
COc1ccc(C(=O)NC(=S)NCc2ccco2)cc1Br,-7,33%,-6%,1%,9%,x,3,-15,1%,0%
CCn1c(SCc2ccccc2)nc2cc(S(N)(=O)=O)ccc21,9,0%,-2%,1%,-3%,-2,22,7,-3%,-6%
O=C(OCc1ccccn1)c1ccc(COc2ccccc2Cl)o1,-20,0%,-1%,2%,2%,x,-11,-6,2%,u
COc1cccc(NC(=O)C2CCN(S(=O)(=O)c3ccc4[nH]c(=O)ccc4c3)CC2)c1,15,x,x,0%,-4%,-1,1,21,4%,6%
CCn1cc(CN2N=C(C)CC2c2ccccc2)c(C)n1 (stereo not given),27,3%,-2%,-2%,-2%,0,i,3,-1%,1%
CCOC(=O)c1cn(Cc2ccccc2)nn1,-23,6%,2%,-9%,0%[46.1 µM],0,-24,-10,11%,u
O=C(COC(=O)CNC(=O)c1ccc(Cl)c([N+](=O)[O-])c1)NNC(=O)c1cccs1,14,x,x,1%,0%,x,-4,18,-16%,17%
Cc1cccc(Cn2c(C(C)(C)C)cc3cccnc32)c1,2,-6%,-3%,-8%,-2%,-2,20,2,u,3%
Oc1ccccc1-c1nnc(COc2ccc(Cl)cc2Cl)o1,-14,-3%,0%,-5%,-3%,2,2,-12,-6%,u
Cc1ccc(NC(=O)N(CCC(=O)O)Cc2ccccc2)cc1,17,-4%,x,12%,1%,4,8,4,5%,7%
O=C(Oc1ccc(OC(=O)C2CCC2)cc1)C1CCC1,9,105%[activator],1%,-12%,7%[46.1 µM],0,-5,3,-5%,6%
C=CCn1c(Cc2cccs2)nnc1SCC(=O)c1ccc(F)cc1,12,3%,4%,-3%,x,1,-7,-8,8%,3%
COc1ccc(-c2nnc3n(CCc4ccccc4)c(=O)c4ccccc4n23)cc1OC,16,4%,-1%,-10%,-5%[46.1 µM],0,31,0,-7%,7%
CC(C)(C)c1ccc(S(=O)(=O)NCC(=O)N2CCCC2)cc1,-3,-4%,-2%,1%,x,1,-7,-2,-3%,1%
CCSc1nnc(C)c2ccccc12,-2,-8%,-1%,-4%,2%,0,-3,-2,-8%,u
COc1ccc(OC)c(S(=O)(=O)n2cnc3cc(C)c(C)cc32)c1,14,0%,-2%,-2%,0%,0,1,-4,-3%,-12%
CCCCCc1c(C)nc(N2CCc3ccccc3C2)[nH]c1=O,2,-7%,0%,-5%,-78%,-1,-1,5,-4%,1%
O=C(COC(=O)Cn1cnc2ccccc2c1=O)Nc1cc(Cl)ccc1[N+](=O)[O-],-7,2%,0%,0%,3%[46.1 µM],-1,5,-9,-2%,2%
C/C(=N/OC(=O)c1c(F)cccc1F)c1nccs1,-5,34%[activator],4%,-5%,0%,-4,2,0,-8%,-5%
O=C1CN(c2nc3nonc3nc2N2CCCCC2)CCN1,-3,-12%,7%,-12%,-43%,0,-2,4,7%,-14%

# An unsorted share of the library; overall some 1.6% were active at least once.
